sEH act – soluble epoxide hydrolase activators, primary screen, biochemical, human sEH | Bifunctional epoxide hydrolase 2 (Homo sapiens), P34913 | purified human sEH enzymatic activity, activator screen | activation, % at 2 µM | 91,000 compounds, 0.04% hits | AID 717, 2007; in the data active means activation above about 37%; further: values of inactives mirror those of a sister screen read the other way
Target sequence (P34913 whole entry, looked up): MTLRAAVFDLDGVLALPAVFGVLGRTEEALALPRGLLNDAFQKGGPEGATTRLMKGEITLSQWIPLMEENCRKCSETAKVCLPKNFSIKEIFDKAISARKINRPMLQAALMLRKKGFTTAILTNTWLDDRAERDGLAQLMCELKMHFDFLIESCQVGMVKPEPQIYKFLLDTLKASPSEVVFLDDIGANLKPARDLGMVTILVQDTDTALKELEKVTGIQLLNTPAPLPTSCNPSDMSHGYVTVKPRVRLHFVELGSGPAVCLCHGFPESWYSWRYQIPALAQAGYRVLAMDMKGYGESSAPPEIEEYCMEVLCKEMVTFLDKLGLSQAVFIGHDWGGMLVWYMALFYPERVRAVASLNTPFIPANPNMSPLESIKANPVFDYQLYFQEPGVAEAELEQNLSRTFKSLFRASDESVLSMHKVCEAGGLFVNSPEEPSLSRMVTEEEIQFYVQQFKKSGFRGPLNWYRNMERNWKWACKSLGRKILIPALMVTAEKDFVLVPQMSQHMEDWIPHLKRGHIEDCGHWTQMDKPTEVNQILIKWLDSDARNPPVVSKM
PostGolgi ctrl – growth inhibition of yeast control strain, primary screen, counter-screen for post-Golgi transport modulator project | efflux-deficient yeast background strain, growth absorbance A615, 16 h | inhibition, % at 10 µM | 98,000 compounds, 5% hits | AID 738, 2007
PostGolgi yeast – phenotypic screen on post-Golgi transport, primary screen | post-Golgi transport phenotypic cell assay | 98,000 compounds, 0.9% hits | inhibition, % at 10 µM;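 further: yeast cells grown in 1536-well plates; yeast grown about 18 h at 30C before absorbance read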
sEH inh – soluble epoxide hydrolase inhibitors, primary screen, biochemical, human sEH | Bifunctional epoxide hydrolase 2 (Homo sapiens), P34913 | recombinant human sEH enzymatic activity assay | inhibition, % at 2 µM | 91,000 compounds, 0.34% hits; in the data active means inhibition above about 80%; further: values of inactives mirror those of a sister screen read the other way; many of its hits are not listed in these tables
S1P2 antag – human S1P2 receptor antagonists, primary screen, cell-based | Sphingosine 1-phosphate receptor 2 (Homo sapiens), O95136 | cell-based S1P2 antagonist assay, inhibition at 5 uM | inhibition, % at 5 µM | 97,000 compounds, 0.21% hits | AID 736, 2007; in the data active means inhibition above about 45%;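 further: CRE beta-lactamase reporter cells expressing human S1P2 stimulated with S1P; 0% = agonist at EC80 alone and 100% = agonist plus reference antagonist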
Target sequence (O95136 whole entry, looked up): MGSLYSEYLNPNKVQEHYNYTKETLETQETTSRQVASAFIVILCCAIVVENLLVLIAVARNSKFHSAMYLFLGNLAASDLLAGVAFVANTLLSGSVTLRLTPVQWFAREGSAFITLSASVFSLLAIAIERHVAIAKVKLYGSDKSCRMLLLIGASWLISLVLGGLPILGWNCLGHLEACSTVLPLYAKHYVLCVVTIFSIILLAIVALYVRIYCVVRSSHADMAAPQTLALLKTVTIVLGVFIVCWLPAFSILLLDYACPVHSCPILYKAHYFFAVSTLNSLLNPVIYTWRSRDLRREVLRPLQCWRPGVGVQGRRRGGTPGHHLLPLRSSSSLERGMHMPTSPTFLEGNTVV
S1P2 ag – S1P2 receptor agonists, primary screen, cell-based | S1P2-expressing cell line, agonist reporter read-out | activation, % at 4.5 µM | 97,000 compounds, 0.46% hits; in the data active means activation above about 16%;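 further: 0% = vehicle low control and 100% = maximal reference agonist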
E coli WT exp – growth inhibitors of wild-type E. coli, primary screen, strain BW25113, expanded library, OD600; OD600 absorbance; growth inhibition, % at 100 µM; 98,000 compounds, 0.15% hits; AID 710, 2007;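 active means growth inhibition above about 50% at one test dose, limit read from the data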;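 further: growth measured after 20 h incubation at 37 °C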
CD11b adhes inh – inhibitors of CD11b/CD18 adhesion to fibrinogen, primary screen, K562 cells, luminescence | 93,000 compounds, 0.54% hits | AID 1497, 2009 | Integrin beta-2 (Homo sapiens) + Integrin alpha-M (Homo sapiens), P05107+P11215 | inhibition, % at 10 µM | ATPlite luminescence; Mn2+ added to activate the integrin;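 active means primary inhibition of 50% or more at 10 µM, then 40% or more on retest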; further: some results filed as inactive read as strong as hits
PLAP act – PLAP enzyme activators, biochemical, luminescence, HTS; 96,000 compounds, 1.2% hits; purified PLAP enzyme, luminescent substrate read-out; hits give high values; activation fold at 20 µM; Alkaline phosphatase, placental type (Homo sapiens), P05187; in the data active means activation fold above about 2
Starred values were filed as active, the others as inactive; . = not tested or not shown. Unless noted, no stated cut-off is given here; in the data, active means inhibition above about 30%; inactive means the rest.

SMILES	sEH act	PostGolgi ctrl	PostGolgi yeast	sEH inh	S1P2 antag	S1P2 ag	E coli WT exp	CD11b adhes inh	PLAP act
COc1ccc(C2CC(=O)c3cnc(N4CCN(Cc5ccccc5)CC4)nc3C2)cc1 (stereo not drawn)	-7	25	-1	6	-21	-3	-10	80	1.5
O=C(NCc1cccnc1)C1CCN(S(=O)(=O)c2cccs2)CC1	6	21	12	-8	21	-11	0	-8	0.9
COCc1[nH][nH]c(=O)c1C=Nc1ccccc1	10	6	-2	-12	-12	-2	-1	-35	2*
CN(c1ccc(C(=O)NCCSCc2ccccc2)cc1)S(=O)(=O)c1ccccc1	-48	5	0	49	-23	-4	-28	19	0.9
O=C(NCCc1ccccc1)C1CCN(S(=O)(=O)c2cccc3nsnc23)CC1	-24	14	-1	22	28	-1	1	-21	1
O=C(COc1ccccc1Cl)OCC(=O)N1CCN(S(=O)(=O)c2ccccc2)CC1	3	-2	-10	-4	16	-4	6	-27	0.9
O=C(N1CCOCC1)N1CCN(c2nc(-c3ccccc3)cs2)CC1	.	-1	-9	.	-2	-5	-12	2	1.2
O=C(c1cc(-c2cccc(O)c2)on1)N1CCN(C(c2ccccc2)c2ccccc2)CC1	.	-9	-1	.	.	.	-2	-15	1.4
CCCSc1nnc(-c2cnn(-c3ccccc3)c2-n2cccc2)n1C	-6	20	-5	7	-4	-7	8	1	1.1
COc1ccccc1N1CC(C(=O)Nc2ccc(S(=O)(=O)N3CCOCC3)cc2)CC1=O (stereo not drawn)	-14	5	-5	15	-1	-7	5	-4	1.9
Cc1ccc2nc(C(F)OC(F)(F)F)[nH]c2c1 (stereo not drawn)	8	-6	20	-6	-7	-2	7	0	1.2
COC(=O)C1CCN(S(=O)(=O)c2ccc(NC(C)=O)cc2)CC1	0	3	-13	-1	8	-2	-1	-1	1
Cc1nn(CCOc2ccccc2)c(=O)n1-c1ccc(F)cc1	13	1	5	-11	12	-6	-1	.	1.1
COC(=O)C1=C(C(=O)c2ccccc2)C(c2ccc(OC)c(OC)c2)Nc2nnnn21 (stereo not drawn)	2	12	-5	-2	23	-6	0	7	1
Cc1ccc(N)c(C(O)(C(F)(F)F)C(F)(F)F)c1	20	1	-5	-17	8	-2	10	-2	1
O=C(NCCCN1CCN(CCCNC(=O)c2ccccc2F)CC1)c1ccccc1F	-13	16	3	11	9	-6	-4	7	1.2
Nc1nc(N2CCOCC2)cc(=O)[nH]1	-9	6	-7	9	1	-5	1	.	0.8
CS(=O)(=O)N(CC(=O)N1CCN(c2ccccc2)CC1)c1cc(C(F)(F)F)ccc1Cl	2	-2	-2	-3	-17	-3	-1	6	1.7
O=c1c2ccccc2nc(-c2ccccc2)n1Cc1ccc(Cl)cc1	15	12	-8	-12	-6	-5	-3	0	1.6
Cc1cccc(N2CCN(c3nnnn3-c3ccccc3)CC2C)c1 (stereo not drawn)	1	10	-2	1	9	0	-6	-41	1.3
O=C(Nc1ccccc1)N1CCN2C(=O)c3ccccc3C12c1ccccc1 (stereo not drawn)	-48	4	-6	49	12	-1	-7	4	1.8
COc1ccc(-c2cc(C(F)(F)F)nc(-n3cncn3)n2)cc1	7	12	4	-7	-16	-1	-2	-3	1.1
O=C(c1cccc(S(=O)(=O)N2CCCCC2)c1)N1CCN(S(=O)(=O)c2ccc(F)cc2)CC1	0	-1	-6	-2	8	-1	1	-18	1.2
COc1ccc(-c2ccc(=O)n(CC(=O)Nc3ccc(C(=O)NC4CC4)cc3)n2)cc1OC	14	11	0	-12	-11	-3	-13	.	1.1
O=C(CSc1nc2c(sc3ccccc32)c(=O)n1CCc1ccccc1)NCc1ccco1	-3	3	1	1	8	-3	-3	16	1.1
(continued)
SMILES	sEH act	PostGolgi ctrl	PostGolgi yeast	sEH inh	S1P2 antag	S1P2 ag	E coli WT exp	CD11b adhes inh	PLAP act
O=C(Nc1ccccc1OC(F)F)c1ccccc1	2	1	9	-2	-19	-3	7	-44	1
Nc1nc(CSc2nnnn2-c2ccc(Cl)cc2)nc(N2CCOCC2)n1	19	12	0	-15	-24	-1	-17	-2	1
COc1cccc(C(=O)Nc2ccccc2)c1	1	0	15	3	-2	-9	2	14	1.1
O=C(CNS(=O)(=O)c1cccc(C(F)(F)F)c1)Nc1ccccc1F	15	0	-1	-18	2	-3	-3	-22	1.2
CC(C)N(C(=O)COC(=O)c1cc(Cl)cc(Cl)c1N)C(C)C	-16	30	-3	14	-2	-4	2	-29	1.4
O=C(O)CCC(=O)N1CCN(c2cccc(Cl)c2)CC1	0	4	-2	-2	-8	-4	2	-12	1.2
Cc1ccccc1NC(=O)c1ccc(CN2CCc3ccccc3C2)cc1	4	12	-3	-2	8	-3	0	-3	0.8
C/C(=N\NC(=O)C1CCCN(S(=O)(=O)c2ccccc2)C1)c1ccccn1 (stereo not drawn)	-27	4	26	29	11	-3	3	3	2*
O=C(NC1CCCC1)C1CCN(c2nccs2)CC1	-15	.	.	15	-23	-3	.	.	.
OCCn1c(SCCOc2ccccc2)nc2ccccc21	3	8	-13	-7	-16	2	5	-16	0.7
CCOC(=O)C1CCCCN1Cc1cccc(OC)c1OC (stereo not drawn)	18	-4	1	-18	16	1	-2	-53	0.9
C=CCc1cccc(/C=N/n2cnnc2)c1O	.	10	-2	.	20	-5	16	-50	1.1
CCC1(C)Cc2c(sc3c2c(=O)n(C)c2nnc(SCC(=O)c4ccccc4)n32)CO1 (stereo not drawn)	11	.	.	-8	1	-3	.	.	.
O=C(CC1(O)C(=O)N(C/C=C/c2ccccc2)c2ccccc21)c1ccccn1 (stereo not drawn)	.	-1	24	.	.	.	3	4	1
Cc1cc(C)cc(N(CC(=O)N2CCc3ccccc32)S(=O)(=O)c2c(C)noc2C)c1	-2	10	1	1	1	-5	2	7	0.9
C=C(C)C1Cc2c(C)nn(-c3ccccc3)c2C1 (stereo not drawn)	0	16	-8	-1	1	-1	-3	-2	1.2
C=CCOCC(O)CS(=O)(=O)Cc1ccc(Cl)cc1 (stereo not drawn)	36	-3	1	-41	-3	-2	3	-20	0.8
COCCNC(=O)c1cc(-c2ccc(Cl)c(Cl)c2)on1	.	20	0	.	.	.	-1	1	1
OC1CCCN(c2c3c(nc4cc(-c5cccc(Cl)c5)nn24)CCC3)C1 (stereo not drawn)	1	96*	22	4	-28	-1	-3	.	.
Cn1c(=O)c2c(nc(NCc3ccc4c(c3)OCO4)n2Cc2ccc(F)cc2)n(C)c1=O	-12	19	-8	12	-26	-5	1	-28	0.9
Nc1nc2c(s1)CC(c1ccccc1)CC2 (stereo not drawn)	26	3	12	-30	-4	-6	13	-12	1.1
Cc1ccc(C2(C)NC(=O)N(CC(=O)NC(=O)NCCC(C)C)C2=O)cc1 (stereo not drawn)	.	0	-4	.	.	.	3	19	1.8
Cc1sc(NC(=O)C2CCCCC2C(=O)O)c(C(N)=O)c1-c1ccc(C(C)C)cc1 (stereo not drawn)	1	6	0	-1	-4	1	11	.	1
Cc1ccc(S(=O)(=O)CNC(=S)c2cccc(C)c2)cc1	5	-2	-7	-5	-2	-4	0	3	1
COc1ccnc(Oc2ccc(F)cc2)c1C(=O)N/C=N/OCc1ccc(Cl)cc1Cl	6	21	7	-4	13	-7	5	-4	1

One compound at a time, as listed above:
Cc1sc(NC(=O)C2CCCCC2C(=O)O)c(C(N)=O)c1-c1ccc(C(C)C)cc1 (stereo not drawn) in the list: sEH act: 1; PostGolgi ctrl: 6; PostGolgi yeast: 0; sEH inh: -1; S1P2 antag: -4; S1P2 ag: 1; E coli WT exp: 11; CD11b adhes inh: .; PLAP act: 1
C=C(C)C1Cc2c(C)nn(-c3ccccc3)c2C1 (stereo not drawn) in the list: sEH act: 0; PostGolgi ctrl: 16; PostGolgi yeast: -8; sEH inh: -1; S1P2 antag: 1; S1P2 ag: -1; E coli WT exp: -3; CD11b adhes inh: -2; PLAP act: 1.2
Cc1cc(C)cc(N(CC(=O)N2CCc3ccccc32)S(=O)(=O)c2c(C)noc2C)c1 in the list: sEH act: -2; PostGolgi ctrl: 10; PostGolgi yeast: 1; sEH inh: 1; S1P2 antag: 1; S1P2 ag: -5; E coli WT exp: 2; CD11b adhes inh: 7; PLAP act: 0.9

Other compounds
SMILES	sEH act	PostGolgi ctrl	PostGolgi yeast	sEH inh	S1P2 antag	S1P2 ag	E coli WT exp	CD11b adhes inh	PLAP act
O=C(Nc1cccc(-c2cn3ccccc3n2)c1)c1cccc(Cl)c1	-17	-2	-29	16	2	-3	-19	11	1.2
CCOC(=O)N1CCN(CC(O)COCCC23CC4CC(CC(C4)C2)C3)CC1 (stereo not drawn)	-2	31*	4	0	-18	-3	9	1	1.6
C=CCn1c(N)c(C(=O)Nc2cccc(C)c2)c2nc3ccccc3nc21	-6	35*	23	9	-50	52*	0	20	1.1
O=C(c1ccccc1)c1ccc(OCC(O)CN2CCOCC2)cc1 (stereo not drawn)	1	.	.	4	1	-6	.	.	.
CC(C)Cc1nc2oc3c(NCc4cccnc4)ncnc3c2c2c1CCC2	.	-1	-6	.	9	-5	2	6	1
COC(=O)C1CCN(S(=O)(=O)c2ccc(OC)cc2)CC1	0	9	-2	-2	-17	-1	-5	0	0.9
CCc1nc(N)c(C#N)c(-c2cccnc2)c1C	11	20	-3	-9	-24	2	3	8	1.2
CN(C)S(=O)(=O)c1ccc(C(=O)Nc2cccnc2)cc1	5	-3	1	-4	-8	-2	7	-8	0.9
O=C(Nc1ccccc1)N(Cc1cccnc1)Cc1ccco1	1	24	-13	4	-2	-3	-3	-8	1
CCSC1(SCC)N=C(N)C2(C#N)C(c3ccccc3)NC(C)=C(C)C12C#N (stereo not drawn)	.	9	-6	.	24	-3	-24	-27	0.8
CN(C)c1ncnc2c1ncn2C1OC(CO)C(O)C1O (stereo not drawn)	-1	-1	15	-1	13	-3	4	-7	0.9

Results in PostGolgi yeast, S1P2 antag and PostGolgi ctrl (two entries from above):
SMILES	PostGolgi yeast	S1P2 antag	PostGolgi ctrl
CN(C)S(=O)(=O)c1ccc(C(=O)Nc2cccnc2)cc1	1	-8	-3
O=C(Nc1ccccc1)N(Cc1cccnc1)Cc1ccco1	-13	-2	24

Four entries out of the list above, arranged by the value under S1P2 ag, descending:
SMILES | sEH act | PostGolgi yeast | sEH inh | S1P2 antag | S1P2 ag | CD11b adhes inh | PLAP act
C=CCn1c(N)c(C(=O)Nc2cccc(C)c2)c2nc3ccccc3nc21 | -6 | 23 | 9 | -50 | 52* | 20 | 1.1
CCc1nc(N)c(C#N)c(-c2cccnc2)c1C | 11 | -3 | -9 | -24 | 2 | 8 | 1.2
CN(C)S(=O)(=O)c1ccc(C(=O)Nc2cccnc2)cc1 | 5 | 1 | -4 | -8 | -2 | -8 | 0.9
O=C(Nc1cccc(-c2cn3ccccc3n2)c1)c1cccc(Cl)c1 | -17 | -29 | 16 | 2 | -3 | 11 | 1.2

Assay outcomes from PubChem.
